Source: PubChem (Southern Research Specialized Biocontainment Screening Center)
MgcRacGAP inhibition – MgcRacGAP GTPase-activating activity inhibitors, confirmation, biochemical, ADP Hunter fluorescence. MgcRacGAP-stimulated Rac1 GTP hydrolysis, ADP Hunter fluorescence; higher % means a stronger effect; GST-tagged Rac1 F28L mutant substrate. one-dose inhibition, % at 30 µM; IC50 in µM for titrated hits. actives 0.6% (n = 340,000);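 active means first-screen hits whose inhibition reached a set limit at any dose in the follow-up dose series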;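 further: fluorescence reports GDP produced by GAP-driven GTP hydrolysis; strong numbers were not always called active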
NS5 inhibitors – Dengue-2 NS5 methyltransferase inhibitors, primary screen, biochemical, confirmation dose response (AID 588689) | inhibition, % at 25 µM; hits with a dose series show IC50 in µM | Dengue-2 NS5 methyltransferase capping enzyme assay, biochemical; higher % means a stronger effect | actives 0.3% (n = 340,000); in the data active means a potency from the dose series
NS5 inhibitors pilot replicate – also measured in NS5 inhibitors; calls as there; inhibition, %; measured here: pilot screen replicate inhibition
Active calls of the source: *. Only part of the results is shown; count on the stated rates, not on these rows.

SMILES | MgcRacGAP inhibition | NS5 inhibitors | others
O=C1NC(Cc2ccccc2)c2nc3ccc(Cl)cc3c(=O)n2-c2ncccc21 (stereo not drawn) | 7% | 3%
CN1CC(COCc2ccccc2)Oc2ccccc2S1(=O)=O (stereo not drawn) | 9% | 1% | NS5 inhibitors pilot replicate=3.7
COc1ccc(Cl)cc1NC(=O)NNC(=O)C(=O)Nc1ccc(F)cc1 | 7% | -1%
CC(=O)c1ccc(N2CCN(C(=O)CNS(=O)(=O)c3ccc4c(c3)OCCCO4)CC2)c(F)c1 | 4% | -1%
CN(CC(=O)Nc1c(Cl)cccc1Cl)C(=O)c1ccc2ccccc2n1 | 2% | 1%
NCC1OC(n2cnc3c(N)ncnc32)CC1O (stereo not drawn) | 2% | -1%
CNC[C@@H]1Oc2c(NS(C)(=O)=O)cccc2C(=O)N([C@@H](C)CO)C[C@H]1C | 7% | -8%
S=c1c2[nH]cnc2ncn1CCSc1ncnc2nc[nH]c12 | 0% | -2%
Cc1ccc(C(=O)N/N=C/c2cccnc2)cc1Cl | -1% | 4%
O=C(O)c1ccc(-c2noc(-c3cccc(Cl)c3)n2)cc1 | 3% | -5%
CCOC(=O)c1ccc(S(=O)(=O)N2CCN(C3CC(=O)N(c4ccccc4C(F)(F)F)C3=O)CC2)cc1 (stereo not drawn) | 8% | -4%
Cc1ccc(S(=O)(=O)N(C)C[C@@H]2Oc3ccc(NC(=O)Cn4cnnn4)cc3C(=O)N([C@@H](C)CO)C[C@H]2C)cc1 | 13% | -6%
O=S(=O)(c1c(F)cccc1F)C1CCN(S(=O)(=O)c2ccc3c(c2)OCCO3)CC1 | -5% | 4%
Cc1c(NS(=O)(=O)c2cc(C(=O)NC(C)c3ccccc3)ccc2Cl)c(=O)n(-c2ccccc2)n1C (stereo not drawn) | 6% | -1%
COc1ccc(-c2c(-c3ccc(S(C)(=O)=O)cc3)sc3ccc(OC)cc23)cc1 | 6% | 2%
O=C1NC(=O)C2(CCCCC2)N1 | 4% | -7%
CCN(CC(=O)NCc1cccs1)C(=O)c1cc(=O)[nH]c2ccccc12 | 1% | -8%
COC(=O)C(C)(C)c1cccnc1C#N | 8% | -7%
CC[C@@H](CC1CCCCC1)C(=O)N(Cc1ccccc1)c1ccccc1 | 12% | -7%
CC(C)c1nc(CNC(=O)CC2C(=O)NCCN2Cc2ccccc2)cs1 (stereo not drawn) | 10% | 4%
COc1ccc(CNC2C[C@H]3CCCC(=O)N4CC[C@@H](C2)[C@@H]34)cc1 (stereo partly drawn) | 5% | -4% | NS5 inhibitors pilot replicate=-4.5
C[C@H](CO)N1C[C@H](C)[C@@H](CN(C)C(=O)NC2CCCCC2)Oc2ccc(NS(C)(=O)=O)cc2C1=O | 9% | -1%
Cn1c(-c2ccccc2)cc(=O)cc1-c1ccccc1 | 0% | -1%
CC(C(=O)N(C)Cc1cccc(F)c1)N1CCN(S(=O)(=O)c2ccc3c(c2)OCCCO3)CC1 (stereo not drawn) | 5% | -1%
Cc1ccc(S(=O)(=O)N2C[C@H]3C(=O)C[C@@H](c4cccc(Cl)c4)N(S(=O)(=O)c4ccc(C)cc4)[C@H]3C[C@H]2c2ccccc2)cc1 | 15% | 3%
COc1ccc2[nH]c3c(c2c1)CCN1C(=O)C(CC(=O)NC/C=C(\C)CCC=C(C)C)C[C@H](C(=O)N(C(C)C)C(C)C)[C@@]31C (stereo partly drawn) | 8% | 2% | NS5 inhibitors pilot replicate=-1.2
CCCCCCn1c(COc2ccccc2F)nnc1SCC(=O)NC1CCS(=O)(=O)C1 (stereo not drawn) | 4% | 1%
Cc1ccc(S(=O)(=O)N2CCOCC2)cc1C(=O)OCC(=O)NCCc1ccccc1 | 8% | -4%
COc1ccc(C(=O)OCC(=O)NCC2CCCCC2)c(OC)c1 | 3% | 2%
CCOC(=O)[C@H]1[C@H]2COc3ccc(C)cc3[C@@H]2N2C(=O)c3ccc(Cl)cc3NC(=O)[C@@]12C | 11% | 4%
CCOc1ccc(CNC(=O)CN2C(=O)CSc3ccc(S(=O)(=O)N4CCOCC4)cc32)cc1 | 10% | 7%
CC(C)NC(=O)N(C)C[C@H]1Oc2ccc(NC(=O)Nc3ccccc3)cc2C(=O)N([C@@H](C)CO)C[C@@H]1C | 8% | -6%
CNC(=O)c1ccc(CN(C)C(=O)c2cc(C3CC3)nc3c2cnn3C(C)C)cc1 | 0% | -1%
COc1ccc(OCC(=O)NNC(=O)C(=O)Nc2ccccc2)cc1 | 6% | 0%
N=NC(=O)c1ccccc1Nc1c(O)[nH]c2ccccc12 | -4% | -4%
Cc1ccccc1OCCC(=O)NNC(=O)COc1cccc(F)c1 | 4% | -5%
Cc1cccc(-c2ccc3c(c2)C2CC3CCN2C)c1 (stereo not drawn) | 9% | -1% | NS5 inhibitors pilot replicate=0.3
O=C1[C@H]2[C@@H](c3ccccc3)N[C@]3(CCCN(CC4CCCCC4)C3=O)[C@H]2C(=O)N1Cc1ccccc1 | 18% | -3%
O=C(C[C@@H]1C/C=C\CCCC(=O)OC[C@@H]2CCCN2C1=O)N[C@H](CO)Cc1ccccc1 | 8% | -6%
O=C(CCNC(=O)c1ccco1)NNC(=O)c1ccc(Br)cc1 | 6% | 1%
COc1ccc(NC(=O)c2cc3ccccc3o2)cc1S(=O)(=O)N1CCCCC1 | -12% | 5%
O=C1NN=C2CCCCCCC12 (stereo not drawn) | -10% | -10%
CCN(C(=O)COC(=O)C12CC3CC(CC(O)(C3)C1)C2)c1c(N)n(Cc2ccccc2)c(=O)[nH]c1=O | 2% | -5%
COCC1CCN(C(=O)c2cc(COc3ccc(F)cc3Cl)on2)C1 (stereo not drawn) | 9% | 0%
Cc1cc(=O)oc2cc(OCC(=O)NC3(C#N)CCCCC3)c(Cl)cc12 | 10% | -7%
COCc1c(C(=O)N2CCN(c3ccccc3C)CC2)oc2ccccc12 | 6% | -9%
CN(Cc1ccc(Cl)c(Cl)c1)C(=O)c1ccccc1SCC(=O)N1CCCC1 | 0% | 3%
OC(CN(Cc1ccccc1)Cc1ccccc1)c1ccccc1 (stereo not drawn) | 3% | 2%
COc1ccc(NC(=O)Cn2nc(C(=O)O)c3ccccc3c2=O)cc1S(=O)(=O)N1CCCCC1 | 2% | -4%
Cc1ccc(S(=O)(=O)N(C)C[C@H]2Oc3cc(Br)ccc3S(=O)(=O)N([C@H](C)CO)C[C@@H]2C)cc1 | 4% | -3%
Cc1noc(C)c1NC(=O)N(C)C[C@H]1OCCCC[C@@H](C)Oc2ccc(NC(=O)c3ccccc3)cc2C(=O)N([C@H](C)CO)C[C@@H]1C | 7% | -9%
N#Cc1ccc(CN2CCN(C(=O)C3CC(=O)N(c4ccccc4F)C3)CC2)cc1 (stereo not drawn) | 2% | 1%
CC[C@]12c3[nH]c4cc(CCC(=O)N(C)C)ccc4c3CCN1C(=O)[C@@H](CC(=O)NCCN1CCOCC1)C[C@@H]2C(=O)N1CCN(C(=O)C2CC2)CC1 | 14% | -4% | NS5 inhibitors pilot replicate=0.9
COc1ccccc1N1CCN(c2ccc3c(c2)S(=O)(=O)c2cccc(C(=O)NCc4ccc(F)cc4)c2C3=O)CC1 | 0% | 5%
Cc1nnc2sc(SCC(=O)N3CCc4ccccc43)nn2c1=O | 7% | -11%
COc1ccc(C=CC(=O)c2c(OC)cc(OC)c(OC)c2O)cc1 | 5% | -10%
CCOc1ncccc1C(=O)Nc1ccc(S(=O)(=O)N2CC(C)CC(C)C2)cc1 (stereo not drawn) | 2% | 2%
CSc1ncccc1C(=O)OCC(=O)Nc1ccc(C)c(S(=O)(=O)N2CCOCC2)c1 | 3% | -4%
CCCCN1C[C@H](COC(=O)CCC)Oc2cccc(F)c2S1(=O)=O | 6% | -3%
Cc1noc(C)c1NC(=O)Nc1ccc2c(c1)C(=O)N([C@H](C)CO)C[C@H](C)[C@@H](CN(C)S(=O)(=O)c1cn(C)cn1)O2 | 11% | -6% | NS5 inhibitors pilot replicate=-7.6
The list continues:
SMILES | MgcRacGAP inhibition | NS5 inhibitors | others
O=C(C[C@H]1C/C=C\CC[C@@H](Cc2ccc(F)cc2)C(=O)OCCNC1=O)NCCO | -3% | 13%
C[C@H]1COC(=O)[C@H](CC(=O)OC(C)(C)C)C/C=C\C[C@H](CC(=O)N(CCO)Cc2ccccc2)C(=O)N1 | 8% | -2%
COCOCCn1cc(CN2CCS(=O)(=O)N(Cc3ccc(-c4ccc(C)cc4)cc3)C(CC(C)C)C2=O)nn1 (stereo not drawn) | 6% | -8%
O=C(COC(=O)c1ccccc1O)NCc1ccccc1Cl | 6% | -4%
CCOC(=O)c1c(C)[nH]c(C(=O)OCc2nc3ccsc3c(=O)[nH]2)c1C | -8% | 4%
O=C(N[C@H]1C/C=C\C[C@@H](CC(=O)N(CCO)Cc2ccccc2)C(=O)N2CCC[C@@H]2COC1=O)OCC1c2ccccc2-c2ccccc21 | 3% | 1%
CC1CCN(S(=O)(=O)c2ccc(NC(=O)CCNC(=O)c3ccc(Cl)cc3)cc2)CC1 | 10% | -4%
CCOc1ncccc1C(=O)OCC(=O)c1ccc(Br)s1 | -2% | -12%
COc1cccc(-c2cc(C(=O)O)c3cc4ccccc4cc3n2)c1OC | 6% | -4%
CC[C@]12c3[nH]c4cc(-c5ccco5)ccc4c3CCN1C(=O)[C@@H](CC(=O)NCCCN(C)C)C[C@@H]2C(=O)N1CCN(C(=O)C2CC2)CC1 | 16% | -8%
CCCCN1C(=O)C(=O)N(CC(=O)Nc2ccc(OC(F)(F)F)cc2)C1=O | 7% | 7%
Cc1cc(NC(=O)CSc2nnc(C(F)(F)F)n2C)no1 | 5% | -5%
CN(C(=O)c1cccc(NC(=O)C2CCN(C(=O)OC(C)(C)C)CC2)c1)C1CCC1 | 5% | -6%
CCOC(=O)C1=CN(C(C)C)CCC1=O | 2% | 1% | NS5 inhibitors pilot replicate=-4.5
O=C(CSc1nnc(C2CC2)n1C1CC1)c1cccs1 | 8% | -1%
C[C@@H]1CN([C@H](C)CO)S(=O)(=O)c2ccc(C#Cc3ccccc3)cc2O[C@H]1CN(C)C(=O)Nc1ccc2c(c1)OCO2 | 11% | -5%
CCSc1nnc(NC(=O)C2CCN(C(=O)c3ccc(F)cc3)CC2)s1 | 10% | -9%
COc1cccc(COC(=O)CSCC(=O)Nc2ccc(C)cc2)c1OC | 0% | -1%
CCN(CC)S(=O)(=O)c1ccc(C(=O)NC(=S)N2CCCCC2C)cc1 (stereo not drawn) | 8% | 2%
O=C1OC[C@@H]2CCCN2C(=O)[C@H](CC(=O)N(CCO)Cc2ccccc2)C/C=C\CC[C@H]1Cc1ccc(F)cc1 | 15% | 0%
CC(C)C[C@@H](CNCC(=O)[C@H](Cc1c[nH]c2ccccc12)NC(=O)c1[nH]cnc1C(=O)N[C@@H](C)CN)NC(=O)c1nc[nH]c1C(=O)N[C@@H](CC(=O)O)C(=O)O | 9% | 2%
Cc1cccc(NS(=O)(=O)c2ccc(C)c(C(=O)NCC(c3cccs3)N3CCOCC3)c2)c1 (stereo not drawn) | 4% | -1%
O=C(CSc1nnc(-c2ccncc2)o1)Nc1cc(Cl)ccc1C(=O)O | 2% | -3%
O=C(O)C(Cc1ccnc2ccccc12)=NO | -23% | 1%
COc1ccccc1NC(=O)N(C)C[C@@H]1OCc2cnnn2CCCC(=O)N([C@@H](C)CO)C[C@@H]1C | 14% | 1%
COc1ccc([C@H]2N[C@]3(CCCN(Cc4ccco4)C3=O)[C@H]3C(=O)N(Cc4ccccc4)C(=O)[C@@H]23)cc1 | 12% | -3%
Cc1ccc(C(C)C)c2c1C(c1ccc3c(c1)OCO3)CC(=O)O2 (stereo not drawn) | 12% | -2% | NS5 inhibitors pilot replicate=2.7
CCOC(=O)C(C#N)(Cc1ccc2ccccc2n1)Cc1ccc2ccccc2n1 | 6% | -1%
CCCCCCC(=O)Oc1cccc(C2=CC(=O)CC(C)(C)C2=O)c1 | 11% | -1%
Cc1ccc(S(=O)(=O)N2CCOCC2)cc1NC(=O)COC(=O)COc1ccc(C#N)cc1 | 5% | -1%
